# Assay outcomes as filed in PubChem.
# DDE Tn7 FP inh: DD(E)-Tn7 binding inhibition, primary FP screen; P02675; 0.13% of 370,000 active; FP displacement of FITC-Tn7 peptide from fibrin DD(E); 0% = median of compound wells per plate; AID 720508; inhibition, % at 8.3 µM;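 active means inhibition above the mean of compounds falling within the control limits plus 3 SD of them, cut at about 14% in these data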;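 further: 0% = plate median of compound wells and 100% = 10 µM Aha-Tn7 peptide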
#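 Test system: human clot-derived fibrin DD(E) complex / Quantity: 2 µM final DD(E) protein / Incubation: 10 min plus 3 h, room temperature / Measured by: fluorescence polarization / Benchmarks: high control of 10 µM Aha-Tn7 peptide / Replicates: singlicate testing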
# PLCb3 inh: blocks human PLC-beta3 enzyme activity. Q01970. Purified PLC-beta3, fluorogenic substrate, fluorescence. inhibition, % at 12.2 µM. 0.18% of 370,000 active; in the data active means inhibition above about 11%;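 further: 0% = median of compound wells on plate and 100% = full blocker control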
# Tn6 DDE FP: DD(E)-Tn6 binding inhibition, primary FP screen; inhibition, % at 8.3 µM; Fibrin DD(E) TRITC-Tn6 fluorescence polarization displacement; AID 720509; 0.21% of 370,000 active; P02675;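 active means inhibition above a per-campaign cutoff: mean of compounds within control limits plus 3 SD, cut at about 15% in these data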;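 further: 0% = median of all compound wells on the plate and 100% = blocking peptide control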
# ARFGAP1 inhibitor: rat ARFGAP1 inhibition; Q62848; Arfgap1-stimulated ARF1 GTP hydrolysis, GDP FP detection; inhibition, % at 16.5 µM; 0.26% of 360,000 active;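 active means inhibition above a per-plate limit, mean inhibition of low control wells plus 3 SD, cut at about 25% in these data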;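 further: 0% = DMSO wells with enzyme and 100% = wells lacking Arfgap1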
# Target sequence (Q62848 1-136 limits assumed): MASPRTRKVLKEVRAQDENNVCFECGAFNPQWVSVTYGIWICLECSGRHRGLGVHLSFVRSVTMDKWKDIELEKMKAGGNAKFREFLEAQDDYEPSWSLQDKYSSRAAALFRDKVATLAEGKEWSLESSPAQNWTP
#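 material = rat Arfgap1 catalytic domain, aa 1-136 | also added = human ARF1(Δ1-17)-GTP substrate | compound dosing = one concentration, 16.5 µM, DMSO 1.26% | times = GTP hydrolysis reaction 2 h at 25 °C | measured by = FP, GDP Alexa 633 tracer displaced from anti-GDP antibody, 620/688 nm | evaluation = percent inhibition of Arfgap1-stimulated GTP hydrolysis | replication = single well per compound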
# PLC-gamma1 inh: blocks human PLC-gamma1 enzyme activity. P19174. purified PLC-gamma1, fluorogenic substrate, fluorescence. inhibition, % at 12.2 µM. 0.84% of 370,000 active. AID 720700; in the data active means inhibition above about 9.5%
# ASAP1 GAP inh: blocks human ASAP1-stimulated Arf1 GTP hydrolysis; GDP FP detection; inhibition, % at 16.5 µM; 0.19% of 360,000 active; in the data active means inhibition above about 25%;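 further: 0% = vehicle with enzyme and substrate and 100% = no enzyme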
# UHRF1 binding: blocks human UHRF1 binding to methylated DNA | Q96T88 | AID 687016 | UHRF1 binding to methylated oligo, TR-FRET | inhibition, % at 4.4 µM | 0.75% of 370,000 active; in the data active means inhibition above about 21%;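 further: UHRF1 SRA domain binding a hemimethylated CpG hairpin DNA probe; 0% = median of test compound wells and 100% = reference inhibitor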
# proKLK7 act: activators of human kallikrein-7 zymogen; purified proKLK7, EDANS-DABCYL substrate fluorescence; 100% is mature enzyme control, 0% vehicle; activation, % at 7 µM; 0.9% of 370,000 active;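 active means activation above the mean of all tested compounds plus 3 SD, computed per campaign excluding outliers beyond control limits, cut at about 13% in these data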
# Target sequence (P49862 whole entry, looked up): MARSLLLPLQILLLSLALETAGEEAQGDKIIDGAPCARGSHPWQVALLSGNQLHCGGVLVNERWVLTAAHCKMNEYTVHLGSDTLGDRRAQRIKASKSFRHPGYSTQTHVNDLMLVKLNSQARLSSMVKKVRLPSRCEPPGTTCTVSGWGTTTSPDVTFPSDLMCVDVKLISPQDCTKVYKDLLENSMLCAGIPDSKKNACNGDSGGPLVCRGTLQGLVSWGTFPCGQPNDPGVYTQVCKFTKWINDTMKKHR
# MBD2 DNA inh: inhibitors of human MBD2 binding to methylated oligonucleotide. AID 686964. 0.31% of 370,000 active. inhibition, % at 4.4 µM. Q9UBB5. TR-FRET; in the data active means inhibition above about 13%
# Target sequence (Q9UBB5 whole entry, looked up): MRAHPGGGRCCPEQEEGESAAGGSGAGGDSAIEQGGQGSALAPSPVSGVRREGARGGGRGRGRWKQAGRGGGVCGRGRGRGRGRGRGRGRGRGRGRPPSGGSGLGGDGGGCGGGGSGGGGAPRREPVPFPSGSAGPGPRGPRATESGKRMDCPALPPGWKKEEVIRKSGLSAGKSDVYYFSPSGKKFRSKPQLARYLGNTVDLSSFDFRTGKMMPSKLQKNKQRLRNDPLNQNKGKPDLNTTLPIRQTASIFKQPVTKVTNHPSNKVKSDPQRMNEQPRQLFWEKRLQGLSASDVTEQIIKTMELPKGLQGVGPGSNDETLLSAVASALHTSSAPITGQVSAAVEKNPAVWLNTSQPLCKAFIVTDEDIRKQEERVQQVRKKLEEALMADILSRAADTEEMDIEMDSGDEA
# ADAM17 inh: inhibitors of human ADAM17 | 0.83% of 370,000 active | inhibition, % at 6.95 µM | AID 720648 | P78536 | recombinant ADAM17, EDANS/DABCYL FRET peptide cleavage;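 active means inhibition above the mean of compounds lying between control limits plus 3 SD, set per campaign, cut at about 8.5% in these data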;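 further: 0% = DMSO-only wells as the low control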
# * marks the source's active call; other numbers are inactive results. Rows were taken by chance; any-hit rate near 4.1%.
SMILES,DDE Tn7 FP inh,PLCb3 inh,Tn6 DDE FP,ARFGAP1 inhibitor,PLC-gamma1 inh,ASAP1 GAP inh,UHRF1 binding,proKLK7 act,MBD2 DNA inh,ADAM17 inh
Cc1cc2cc(CN(Cc3ccco3)C(=O)NCc3ccccc3)c(=O)[nH]c2cc1C,-2,-4,-5,-6,-3,5,1,-0.1,0,-8
CC1(C(=O)Nc2ccc3c(c2)OCCO3)CN(S(C)(=O)=O)CC(=O)N1CC(F)(F)F (configuration not stated),3,6,-5,4,2,12,-2,-0.1,3,-2
Cc1cc(NC(=O)CCC(=O)N(Cc2cccs2)C(C)(C)C(=O)NC2CCCCC2)no1,-1,-4,10,3,0,-8,0,-0.8,-1,-1
COc1ccc(C2C(C(=O)NCc3ccccn3)CCC(=O)N2c2cc(OC)c(OC)c(OC)c2)cc1 (configuration not stated),-1,-1,-3,-3,10*,-3,1,-0.2,2,1
COc1ccc(C(=O)N2CCCC2(C)C(=O)O)cc1C(F)(F)F (configuration not stated),1,3,-4,-11,6,-21,1,-0.1,-2,-3
CCOC(=O)C1CN(C(=O)OCC)CC1=NNC(N)=O (configuration not stated),2,0,13,12,-5,-11,-2,-2.6,-3,-2
COC(OC)C1(CCc2ccccc2)NC(=O)NC1=O (configuration not stated),-8,2,1,9,-1,-3,1,-0.6,-2,0
CCc1ccc(Cc2cnc(NC(=O)C3=NCCN3)s2)cc1,-4,-7,1,-3,5,1,-1,0.0,-6,2
Cc1c(C(=O)NCc2ccc(Cl)c(Cl)c2)sc(=O)n1Cc1ccccc1F,-8,-4,-10,3,2,8,-2,0.1,1,6
Cc1nc(-c2ccc(F)cc2)c(CC(=O)N2CCN(S(=O)(=O)c3ccccc3Br)CC2)s1,2,-9,-1,0,-3,0,1,0.7,-4,-4
COc1cc(OC)c(C(=O)OCC(=O)NCCc2ccccc2)cc1OC,-5,2,-9,-6,0,-1,-2,-0.7,-6,1
COc1ccc(N=C2SC(C(=O)Nc3ccc(C(=O)O)cc3)CC(=O)N2Cc2cccs2)cc1 (configuration not stated),5,-6,-2,1,-1,12,4,-0.9,3,-2
CCN(c1ccccc1)c1nc(Cl)nc2c1cnn2C,3,-2,4,-10,1,-3,-1,-0.8,5,-5
O=C1NC[C@H](CCCCN2C[C@H](Cc3ccccc3)N(CCC3CCCCC3)C(=O)C2=O)N(CC2CCCCC2)C1=O,-4,-1,0,-14,-1,5,0,-0.5,-1,-5
c1cc2c3c(cccc3c1)NC(c1ccc3c(c1)OCO3)N2,4,-15,7,4,-9,2,-3,-0.6,-7,-5
Cc1ccc(CN(CC(=O)NCC2CCCO2)S(=O)(=O)c2ccc(C)cc2)cc1 (configuration not stated),-5,-7,4,-6,3,2,-3,0.1,2,0
CCN(CC)CCCNC(=O)c1nn(-c2ccccc2OC)c(=O)c2ccccc12,-9,1,6,-7,1,12,-2,-0.6,-1,-1
COc1ccc(C2=Nn3c(nnc3-c3cccnc3)SC2)cc1,7,5,-1,4,2,-13,-1,0.2,-7,-1
CC1CCCN(S(=O)(=O)c2ccc(NC(=O)[C@@H]3CCCN3C(=O)c3cccs3)cc2)C1 (some centres not stated),5,-9,2,-4,-1,-3,4,-0.2,4,-6
FC(F)(F)c1cccc(N2CCN(CC3CC4C=CC3C4)CC2)c1 (configuration not stated),-1,-1,0,-5,3,-8,1,-0.9,0,-4
Cc1ccccc1CNC(=O)c1ccccc1SCC(=O)NCc1ccco1,-3,-5,4,-2,0,11,1,0.0,-1,-6
O=C(NCc1ccco1)C(=S)N1CCCC1,-5,-1,-5,16,1,3,-3,-0.2,4,2
CC1Cc2ccccc2N1C(=O)COC(=O)c1ccc(Cl)nc1 (configuration not stated),-4,-6,-9,0,1,3,8,1.2,-2,-1
CC1CCN(S(=O)(=O)c2cn(CC(=O)Nc3cccc(C#N)c3)cn2)CC1,-1,-6,-3,2,2,-4,-1,0.1,1,-3
NC(=O)c1sc2cc(C(F)(F)F)cnc2c1-c1ccccc1,4,0,0,6,1,7,-1,-0.2,-5,-3

# Shown field by field: part of the list above.
smiles: Cc1cc2cc(CN(Cc3ccco3)C(=O)NCc3ccccc3)c(=O)[nH]c2cc1C
  DDE Tn7 FP inh: -2
  PLCb3 inh: -4
  Tn6 DDE FP: -5
  ARFGAP1 inhibitor: -6
  PLC-gamma1 inh: -3
  ASAP1 GAP inh: 5
  UHRF1 binding: 1
  proKLK7 act: -0.1
  MBD2 DNA inh: 0
  ADAM17 inh: -8
smiles: Cc1nc(-c2ccc(F)cc2)c(CC(=O)N2CCN(S(=O)(=O)c3ccccc3Br)CC2)s1
  DDE Tn7 FP inh: 2
  PLCb3 inh: -9
  Tn6 DDE FP: -1
  ARFGAP1 inhibitor: 0
  PLC-gamma1 inh: -3
  ASAP1 GAP inh: 0
  UHRF1 binding: 1
  proKLK7 act: 0.7
  MBD2 DNA inh: -4
  ADAM17 inh: -4
smiles: NC(=O)c1sc2cc(C(F)(F)F)cnc2c1-c1ccccc1
  DDE Tn7 FP inh: 4
  PLCb3 inh: 0
  Tn6 DDE FP: 0
  ARFGAP1 inhibitor: 6
  PLC-gamma1 inh: 1
  ASAP1 GAP inh: 7
  UHRF1 binding: -1
  proKLK7 act: -0.2
  MBD2 DNA inh: -5
  ADAM17 inh: -3
smiles: CCN(c1ccccc1)c1nc(Cl)nc2c1cnn2C
  DDE Tn7 FP inh: 3
  PLCb3 inh: -2
  Tn6 DDE FP: 4
  ARFGAP1 inhibitor: -10
  PLC-gamma1 inh: 1
  ASAP1 GAP inh: -3
  UHRF1 binding: -1
  proKLK7 act: -0.8
  MBD2 DNA inh: 5
  ADAM17 inh: -5

# Going on with the list.
SMILES,DDE Tn7 FP inh,PLCb3 inh,Tn6 DDE FP,ARFGAP1 inhibitor,PLC-gamma1 inh,ASAP1 GAP inh,UHRF1 binding,proKLK7 act,MBD2 DNA inh,ADAM17 inh
CCOC(=O)Cc1csc(NC(=O)c2ccc3ccccc3n2)n1,3,-15,-6,12,-4,17,-3,0.5,1,-2
CCCOc1ccc(N2C(=O)CC(N3CCN(c4ccccc4F)CC3)C2=O)cc1 (configuration not stated),1,4,4,-4,-2,-7,1,-0.2,1,-1
Cc1cc(-c2ccccc2)c2c(n1)sc1c(O)cc(=O)[nH]c12,1,-16,-6,0,-7,-17,3,2.3,-3,-4
Cc1cc(N2CCOCC2)ccc1/C=C1\SC(=O)N(C(C)C)C1=O,-1,-10,6,1,-6,-6,-1,-0.8,-1,2
COc1cccc(N2CCN(S(=O)(=O)c3ccc4ccccc4c3)CC2)c1,-6,-8,-4,7,4,12,-2,-3.1,1,1
CCn1c2c(c(C)cc1=O)C(=O)CC(C)(C)C2,7,-1,4,17,0,-1,0,0.1,2,-1
COc1ccc(C)cc1NC(=O)CCNC(=O)c1ccco1,-2,-3,0,6,-1,-7,1,-0.2,-3,0
CCN(CC)C(=O)CSc1nc(O)c(Cc2ccccc2)c(=O)n1-c1ccccc1C,6,0,-7,-16,-1,-1,0,0.1,-3,-3
O=C(O)c1cc(S(=O)(=O)N2CCOCC2)c(Sc2ccccn2)cc1Sc1ccccn1,-4,2,0,5,3,7,2,0.4,-3,-3
Cc1nc(N)nc(SCc2ccc([N+](=O)[O-])cc2)c1N,3,-64,-1,0,-44,8,1,0.2,2,-9
COc1ccc(-c2nn3c(-c4ccccc4)nnc3s2)cc1OC,3,-4,0,-3,-3,-22,-5,-8.9,1,-10
COc1ccc(-c2nc3cc(NC(=O)Cc4ccc(OC)c(OC)c4)ccc3o2)cc1,-2,-48,-1,25*,-42,10,0,-3.5,5,-22
Cc1cc(Cl)ccc1OCCCC(=O)NN,-2,3,-3,13,-1,-4,-1,-0.4,-5,0

# Two entries from above, set out differently.
Molecule | DDE Tn7 FP inh | PLCb3 inh | Tn6 DDE FP | ARFGAP1 inhibitor | PLC-gamma1 inh | ASAP1 GAP inh | UHRF1 binding | proKLK7 act | MBD2 DNA inh | ADAM17 inh
CCCOc1ccc(N2C(=O)CC(N3CCN(c4ccccc4F)CC3)C2=O)cc1 (configuration not stated) | 1 | 4 | 4 | -4 | -2 | -7 | 1 | -0.2 | 1 | -1
COc1ccc(C)cc1NC(=O)CCNC(=O)c1ccco1 | -2 | -3 | 0 | 6 | -1 | -7 | 1 | -0.2 | -3 | 0
